aSyn rescue: rescues yeast growth from alpha-synuclein toxicity | Yeast expressing alpha-synuclein, growth rescue, BacTiter-Glo, 24 h | Potency, µM (highest dose often 46.1 µM), for inactives: at the top dose growth rescue (activation), usual class: activators | 370,000 tested, 0.14% active | AID 652106; further: potency means the concentration at half of the fitted maximal effect; % of control where 0% means no effect; nearly all actives have a fitted effect of over 65% in size
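Readout is rescue of growth in alpha-synuclein-expressing yeast, so inhibitors of toxicity appear as activators. Growth after 24 hr at 30 deg C in galactose medium is quantified by luminescence.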
WRN helicase inh: inhibitors of human WRN helicase | AID 651768 | 360,000 tested, 0.46% active | Q14191 | Potency, µM (top dose mostly 114 µM), without a hit: at the highest dose activity change, negative = inhibition, actives largely listed as inhibitors | WRN helicase unwinding, fluorescent forked duplex, kinetic; further: potency means the concentration at half of the fitted maximal effect; on the % scale 0 is the no-effect control and ±100 the full control effect; nearly all actives have a fitted effect of over 55% in size
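Kinetic red-fluorescence monitoring (525/598 nm) tracks WRN helicase activity after 100 nM fluorophore-quencher forked duplex and 2 mM ATP are added to 20 nM enzyme pretreated 15 min at room temperature with compound.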
PLK1 PBD inh: blocks phosphopeptide binding to human PLK1 polo-box domain; P53350; Plk1 PBD binding of FITC phosphopeptide, fluorescence polarization; Potency, µM, inactives show max response, negative = inhibition, hits mostly inhibitors; 360,000 tested, 2.8% active; AID 720504; further: potency means the concentration at half of the fitted maximal effect; series mostly up to about 57 µM; on the % scale 0 is the no-effect control and ±100 the full control effect; nearly all actives have a fitted effect of over 65% in size
Target sequence (P53350 whole entry, looked up, the tested form may be a part): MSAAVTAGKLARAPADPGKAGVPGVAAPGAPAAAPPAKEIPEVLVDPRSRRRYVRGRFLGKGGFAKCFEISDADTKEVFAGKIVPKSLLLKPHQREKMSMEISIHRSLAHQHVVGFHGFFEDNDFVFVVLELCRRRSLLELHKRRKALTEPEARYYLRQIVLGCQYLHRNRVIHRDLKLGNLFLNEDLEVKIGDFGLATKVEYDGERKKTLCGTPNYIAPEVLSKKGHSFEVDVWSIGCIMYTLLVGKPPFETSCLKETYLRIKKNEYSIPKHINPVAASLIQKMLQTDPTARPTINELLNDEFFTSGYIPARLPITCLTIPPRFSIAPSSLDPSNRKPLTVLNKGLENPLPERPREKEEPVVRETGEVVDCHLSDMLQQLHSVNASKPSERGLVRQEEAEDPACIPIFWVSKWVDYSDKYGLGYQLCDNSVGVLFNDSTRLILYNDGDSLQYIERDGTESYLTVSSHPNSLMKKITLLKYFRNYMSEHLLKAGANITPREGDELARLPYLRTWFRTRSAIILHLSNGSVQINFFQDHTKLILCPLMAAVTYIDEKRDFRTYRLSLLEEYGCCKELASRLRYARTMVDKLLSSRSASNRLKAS
FUS suppressor: suppressors of FUS proteinopathy in yeast | S. cerevisiae FUS-expressing, growth rescue, OD600, 24 h | Potency, µM (highest dose often 76.6 µM), inactives show at the top dose growth rescue (activation), most hits filed as activators | 390,000 tested, 0.24% active | AID 1347120;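 further: potency means the concentration at half of the fitted maximal effect; plate controls were DMSO vehicle for no effect and reference control for full effect; nearly all actives have a fitted effect of over 55% in size; some results filed as inactive show a strong effect at the top dose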
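Toxicity suppression screen in FUS-yeast. Cells induced with 2% galactose, starting OD 0.005, treated 24hr at 30C with compounds at multiple final concentrations; growth by OD600.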
EPAC1 agonist: activates human EPAC1 exchange factor. O95398. 360,000 tested, 0.073% active. AID 720707. EPAC1 agonist qHTS, biochemical assay; response scale: 100% = response to 6.5 mM cAMP. Potency, µM (top dose mostly 154 µM), for the others: top-dose activation, actives largely listed as activators; further: potency means the concentration at half of the fitted maximal effect; nearly all actives have a fitted effect of over 60% in size
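Normalized to 6.5 mM cAMP, activity reflects EPAC1-catalysed release of BODIPY-GDP from Rap1B, followed kinetically over 30 min at 480 nm excitation, 540 nm emission. Reaction contained 100 nM EPAC1, 250 nM Rap1B-BODIPY-GDP, 50 uM GDP.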
PI5P4K alpha inh: blocks human PI5P4K alpha kinase activity; 330,000 tested, 1.2% active; max response, %; PI5P4Kalpha enzyme, ADP-Glo luminescence, 60 min; stronger effect = lower value; P48426; AID 652105; active means max response of -50% or lower; inconclusive means between -30% and -50%; inactive means -30% or higher; further: value at the top dose of about 77 µM; on the % scale 0 is the no-effect control and ±100 the full control effect
Target sequence (P48426 whole entry, looked up): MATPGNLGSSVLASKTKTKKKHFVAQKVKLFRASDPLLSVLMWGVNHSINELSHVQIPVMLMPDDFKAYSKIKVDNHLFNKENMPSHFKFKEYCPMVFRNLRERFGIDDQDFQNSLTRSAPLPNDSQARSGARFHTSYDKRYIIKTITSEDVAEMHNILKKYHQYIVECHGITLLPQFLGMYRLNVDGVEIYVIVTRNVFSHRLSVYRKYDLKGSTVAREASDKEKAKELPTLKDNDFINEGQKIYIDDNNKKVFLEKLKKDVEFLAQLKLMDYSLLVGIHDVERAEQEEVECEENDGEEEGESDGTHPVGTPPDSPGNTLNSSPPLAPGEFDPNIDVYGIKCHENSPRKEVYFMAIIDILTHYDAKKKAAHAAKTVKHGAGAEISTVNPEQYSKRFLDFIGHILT
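ADP-Glo luminescence end-point read after a 60 min room-temperature kinase reaction of PI5P4Kalpha plus substrate, initiated with ATP at 5 microM final. Buffer: 0.038 M HEPES pH 7.4, EGTA, 0.1% CHAPS, 5% DMSO.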
EPAC1 antag: blocks human EPAC1 exchange factor. EPAC1 GEF assay, Rap1b-BODIPY-GDP exchange fluorescence. 360,000 tested, 0.14% active. O95398. Potency, µM (doses to about 115 µM), without a hit: at the top dose activity change, negative = inhibition, most hits filed as inhibitors;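 further: potency means the concentration at half of the fitted maximal effect; plate controls were vehicle for no effect and positive control for full effect; nearly all actives have a fitted effect of over 50% in size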
Abeta yeast res: restores growth of yeast expressing A-beta42 peptide; yeast expressing A-beta42, growth rescue, OD600, 48 h; response scale: 0% DMSO, 100% iron-clioquinol control; Potency, µM (doses to about 46.1 µM), without a hit: at the highest dose growth rescue, actives largely listed as activators; 410,000 tested, 0.063% active; further: potency means the concentration at half of the fitted maximal effect; nearly all actives have a fitted effect of over 55% in size
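Yeast growth medium received pinned compounds, then yeast cells expressing toxic A-beta were added; plates incubated at 30 C for 48 hr. Growth read as absorbance at 600 nm, normalized to DMSO and equimolar FeCl3 plus clioquinol controls.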
IL-2 act: activators of IL-2 | IL-2 activation reporter assay, cell-based qHTS; stimulated with anti-CD3/CD4/CD28 beads; in transgenic mouse T cells | activation, % (series mostly up to about 46 µM) | 360,000 tested, 0.065% active; in the data active means activation above about 50%; inconclusive means mostly about 30% to 49%; further: 0% is about no effect
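Readout is EGFP and DsRed signal by fluorescent plate cytometry after 18 h at 37 degrees C. Transgenic mouse T cells (750/well) received compound for 60 min before bead stimulation (anti-CD3, anti-CD4, anti-CD28); memory T cells served as non-tolerant control.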
An asterisk follows results filed as active; & = joins results of further samples; [ ] = another dose, or the depositor's remark. Unless noted, the call rests on the fitted dose curve; in most records, active means well fitted curve in the direction sought with a large enough effect; inconclusive means small, poorly fitted or top-dose-only effect, or another doubt; inactive means no such curve, though single readings can be large; an effect the other way counts as inactive or inconclusive. Compounds were not picked by outcome. Share with any hit: about 4.1%.

Results for Cc1ccc(OCC(=O)Nc2ccc(S(=O)(=O)N3CCOCC3)cc2)c([N+](=O)[O-])n1 ?
aSyn rescue: 0%; WRN helicase inh: 5%; PLK1 PBD inh: -29%; FUS suppressor: 28%; EPAC1 agonist: 2%; PI5P4K alpha inh: -2; EPAC1 antag: -8%; Abeta yeast res: -10%; IL-2 act: -0.5

Results for COc1ccc(C(CNC(=O)c2nn(-c3ccccc3)c(=O)c3ccccc23)N2CCOCC2)cc1 (stereo not drawn) ?
aSyn rescue: 5%; WRN helicase inh: -7%; PLK1 PBD inh: -14%; FUS suppressor: 6%; EPAC1 agonist: -4%; PI5P4K alpha inh: 7; EPAC1 antag: -16%; Abeta yeast res: 10%; IL-2 act: -0.5

How did COc1ccccc1C(=O)NC(=O)CSc1nncn1C do in these assays?
aSyn rescue: 0%; WRN helicase inh: 2%; PLK1 PBD inh: -5%; FUS suppressor: 3%; EPAC1 agonist: 3%; PI5P4K alpha inh: -4; EPAC1 antag: -7%; Abeta yeast res: 9%; IL-2 act: -4.4

How did CCCCN(C(=O)CSCC(=O)Nc1ccc(C)cc1)c1c(N)n(CCCC)c(=O)[nH]c1=O do in these assays?
aSyn rescue: 0%; WRN helicase inh: 7%; PLK1 PBD inh: -2%; FUS suppressor: 36%; EPAC1 agonist: inconclusive; PI5P4K alpha inh: -6; EPAC1 antag: -2%; Abeta yeast res: 11%; IL-2 act: -0.7

How did O=C(CSc1nc(-c2ccccc2Cl)ns1)NCc1ccco1 do in these assays?
aSyn rescue: -10%; WRN helicase inh: 1%; PLK1 PBD inh: -2%; FUS suppressor: 5%; EPAC1 agonist: 0%; EPAC1 antag: 7%; Abeta yeast res: 4%; IL-2 act: -1.6

What do the screens show for `CC(C)(C)OC(=O)NCc1ccc(CNC(=O)c2[nH]cnc2C(=O)NCC(=O)OCc2ccccc2)cc1`?
aSyn rescue: 1%; WRN helicase inh: -7%; PLK1 PBD inh: 0%; FUS suppressor: -5%; EPAC1 agonist: -1%; PI5P4K alpha inh: 0; EPAC1 antag: -16%; Abeta yeast res: 4%; IL-2 act: -0.5

Results for O=C(c1cnn(C(=O)COc2ccccc2F)c1)c1cc(F)ccc1O ?
aSyn rescue: -10%; WRN helicase inh: -15%; PLK1 PBD inh: inconclusive; FUS suppressor: -1%; EPAC1 agonist: 4%; PI5P4K alpha inh: -29; EPAC1 antag: -14%; Abeta yeast res: -34%[inhibitor]; IL-2 act: 0.6

How did Nc1nc(-c2ccccc2)cc(-c2ccccc2)n1 do in these assays?
aSyn rescue: -2%; WRN helicase inh: 5%; PLK1 PBD inh: -12%; FUS suppressor: -6%; EPAC1 agonist: 10%; PI5P4K alpha inh: 6; EPAC1 antag: -24%; Abeta yeast res: -16%; IL-2 act: -0.3

Results for Cc1cc(C)n(CC(O)COc2ccc(F)cc2)n1 (stereo not drawn) ?
aSyn rescue: 12%; WRN helicase inh: 0%; PLK1 PBD inh: 4%; FUS suppressor: -7%; EPAC1 agonist: 4%; PI5P4K alpha inh: -4; EPAC1 antag: 11%; Abeta yeast res: 9%; IL-2 act: -0.5

What do the screens show for `CCOC(=O)N1CCN(C(=O)C[C@@H]2C[C@@]3(C(=O)OCC)CCC=C3N(Cc3ccco3)C2=O)CC1`?
aSyn rescue: inconclusive; WRN helicase inh: -1%; PLK1 PBD inh: 1%; FUS suppressor: 26%; EPAC1 agonist: -2%; PI5P4K alpha inh: -5; EPAC1 antag: 14%; Abeta yeast res: -1%; IL-2 act: 0.4

Results for Cc1ccccc1S(=O)(=O)Cc1ccc(C(=O)NC2CCC(C)CC2)o1 (stereo not drawn) ?
aSyn rescue: 5%; WRN helicase inh: 1%; PLK1 PBD inh: 27µM*; FUS suppressor: -1%&6%; EPAC1 agonist: 1%; PI5P4K alpha inh: -7; EPAC1 antag: 13%; Abeta yeast res: 6%&-6%; IL-2 act: -0.1

Results for CCOc1ccc(NC(=O)CSc2nccn2Cc2ccco2)cc1 ?
aSyn rescue: 2%; WRN helicase inh: -27%; PLK1 PBD inh: -7%; FUS suppressor: 10%&-9%; EPAC1 agonist: 8%; PI5P4K alpha inh: 6; EPAC1 antag: 11%; Abeta yeast res: 16%&4%; IL-2 act: -3.2

How did CC(C)Oc1ccc(NC(N)=O)cc1 do in these assays?
aSyn rescue: 0%; WRN helicase inh: 0%; PLK1 PBD inh: -3%; FUS suppressor: -22%; EPAC1 agonist: -1%; PI5P4K alpha inh: 9; EPAC1 antag: 3%; Abeta yeast res: 15%; IL-2 act: 0.9

Results for CCCCn1c(SCC(=O)c2ccccc2)nc2c1c(=O)[nH]c(=O)n2C ?
aSyn rescue: -2%; WRN helicase inh: -11%; PLK1 PBD inh: -30%; FUS suppressor: -39%; EPAC1 agonist: -2%; PI5P4K alpha inh: -2; EPAC1 antag: -5%; Abeta yeast res: -7%[9.22 µM]; IL-2 act: 0.4

Results for C[C@H]1CCCCO[C@H](CN(C)Cc2ccc(C(=O)O)cc2)[C@@H](C)CN([C@@H](C)CO)C(=O)c2cc(NS(=O)(=O)c3cn(C)cn3)ccc2O1 ?
aSyn rescue: -5%; WRN helicase inh: -7%; PLK1 PBD inh: inconclusive; FUS suppressor: 0%; EPAC1 agonist: 11%; PI5P4K alpha inh: 5; EPAC1 antag: -19%; Abeta yeast res: -1%; IL-2 act: -1.8

Results for C=CCn1c(SCC(=O)NC2CCCC2)nnc1-c1ccccn1 ?
aSyn rescue: -6%; WRN helicase inh: -12%; PLK1 PBD inh: -11%; EPAC1 agonist: 7%; PI5P4K alpha inh: 0; EPAC1 antag: -4%; Abeta yeast res: 0%; IL-2 act: -0.2

How did COc1cccc(/C=N/NC(=O)c2cnccn2)c1OC do in these assays?
aSyn rescue: 0%; WRN helicase inh: 1%; PLK1 PBD inh: -2%; FUS suppressor: 1%; EPAC1 agonist: -6%; PI5P4K alpha inh: -3; EPAC1 antag: 6%; Abeta yeast res: -12%; IL-2 act: -1.1

Results for COc1ccccc1N1CCN(C(=O)c2c(-c3ccccc3Cl)noc2C)CC1 ?
aSyn rescue: 10%; WRN helicase inh: -5%; PLK1 PBD inh: -6%; FUS suppressor: 29%; EPAC1 agonist: -3%; PI5P4K alpha inh: 0; EPAC1 antag: -18%; Abeta yeast res: 0%; IL-2 act: 0.0

What do the screens show for `N#Cc1c(F)cccc1NCc1cccs1`?
aSyn rescue: -1%; WRN helicase inh: 6%; PLK1 PBD inh: -10%; FUS suppressor: -24%; EPAC1 agonist: 2%; PI5P4K alpha inh: -2; EPAC1 antag: -26%; Abeta yeast res: 8%; IL-2 act: 1.0

What do the screens show for `Cc1cccc(N(C(=O)CCC(=O)Nc2ccccn2)C(C(=O)NC(C)C)c2ccc(O)cc2)c1` (stereo not drawn)?
aSyn rescue: 8%; WRN helicase inh: -5%; PLK1 PBD inh: -4%; FUS suppressor: -65%[inhibitor]; EPAC1 agonist: -2%; PI5P4K alpha inh: 4; EPAC1 antag: -6%; Abeta yeast res: 13%; IL-2 act: -0.6

How did O=S(=O)(Nc1nnc(C(F)(F)F)s1)c1ccc(Cl)cc1 do in these assays?
aSyn rescue: -16%; WRN helicase inh: -5%; PLK1 PBD inh: -18%; FUS suppressor: -27%; EPAC1 agonist: -15%; PI5P4K alpha inh: -1; EPAC1 antag: -16%; Abeta yeast res: -6%; IL-2 act: -2.0

Results for O=C(O)CCn1c(=O)[nH]c2ccccc2c1=O ?
aSyn rescue: -6%; WRN helicase inh: 2%; PLK1 PBD inh: -1%; FUS suppressor: -5%; EPAC1 agonist: 5%; PI5P4K alpha inh: 0; EPAC1 antag: -5%; Abeta yeast res: 19%; IL-2 act: 0.8

Results for CN(CC(=O)Nc1cccc(Cl)c1)S(=O)(=O)/C=C/c1ccccc1 ?
aSyn rescue: inconclusive; WRN helicase inh: 0%; PLK1 PBD inh: -3%; FUS suppressor: -44%; EPAC1 agonist: 15%; PI5P4K alpha inh: 1; EPAC1 antag: -8%; Abeta yeast res: 23%; IL-2 act: -0.4

What do the screens show for `NS(=O)(=O)OCCCc1ccccc1`?
aSyn rescue: 4%; WRN helicase inh: 10%; PLK1 PBD inh: -12%; FUS suppressor: -16%; EPAC1 agonist: -8%; PI5P4K alpha inh: 0; EPAC1 antag: -18%; Abeta yeast res: -15%; IL-2 act: 0.5

How did COc1ccc(CN(C)C(=O)c2cnc(C)cn2)c(OC)c1OC do in these assays?
aSyn rescue: 21%; WRN helicase inh: -3%; PLK1 PBD inh: -6%; FUS suppressor: -8%; EPAC1 agonist: 6%; PI5P4K alpha inh: -4; EPAC1 antag: -1%; Abeta yeast res: 2%; IL-2 act: -0.1

Grouped by structure: the compounds so far with two or more sulfur atoms
How did O=C(CSc1nc(-c2ccccc2Cl)ns1)NCc1ccco1 do in these assays?
aSyn rescue: -10%; WRN helicase inh: 1%; PLK1 PBD inh: -2%; FUS suppressor: 5%; EPAC1 agonist: 0%; EPAC1 antag: 7%; Abeta yeast res: 4%; IL-2 act: -1.6

How did O=S(=O)(Nc1nnc(C(F)(F)F)s1)c1ccc(Cl)cc1 do in these assays?
aSyn rescue: -16%; WRN helicase inh: -5%; PLK1 PBD inh: -18%; FUS suppressor: -27%; EPAC1 agonist: -15%; PI5P4K alpha inh: -1; EPAC1 antag: -16%; Abeta yeast res: -6%; IL-2 act: -2.0

Screening results deposited in PubChem BioAssay by National Center for Advancing Translational Sciences (NCATS).
